Tau fluor counter: counter-screen for tau fibril formation inhibitors | tau K18 P301L Alexa594 fluorescence, heparin fibrillization | Potency, µM (top dose mostly 57.7 µM), for inactives: top-dose activity change, negative = decrease | 280,000 compounds, 0.93% hits | AID 1463; note: % is set by controls: 0 for no effect and ±100 for the full control effect; nearly all actives have a fitted effect of over 55% in size
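Human tau K18 P301L (15 uM unlabeled, 0.24 uM Alexa 594-labeled) in 100 mM sodium acetate pH 7 with 20 uM heparin, 6 hr at 37 C. ThT 30 uM added, 1 hr ambient; Alexa 594 FP and total fluorescence read at 555/632 nm.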
GAA spleen mod: lysosomal alpha-glucosidase (human) modulation; P10253; human spleen homogenate, 4-MU-alpha-glucoside fluorescence; Potency, µM (top dose mostly 79.9 µM), for the others: top-dose activity change, negative = inhibition, hits mostly inhibitors; 240,000 compounds, 0.006% hits; AID 2112;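 note: 0% = enzyme with vehicle and -100% = no enzyme basal signal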
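Human spleen homogenate (1 ug) with 4-methylumbelliferyl-alpha-D-glucopyranoside (1 mM final) in 50 mM citrate/phosphate pH 5.0, 0.01% Tween-20; 40 min at 37 C. Stopped at pH 10; 4-MU fluorescence Ex 365/Em 440 nm; AC50 by Hill fit.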
GLA spleen mod: alpha-galactosidase A (human) modulation | P06280 | human spleen homogenate, 4MU-alpha-Gal fluorescence, 40 min | Potency, µM (top dose mostly 80 µM), for inactives: at the top dose activity change, negative = inhibition, hits mostly inhibitors | 240,000 compounds, 0.008% hits;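 note: 0% = enzyme with vehicle and -100% = no enzyme basal signal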
Target sequence (P06280 32-429 limits assumed): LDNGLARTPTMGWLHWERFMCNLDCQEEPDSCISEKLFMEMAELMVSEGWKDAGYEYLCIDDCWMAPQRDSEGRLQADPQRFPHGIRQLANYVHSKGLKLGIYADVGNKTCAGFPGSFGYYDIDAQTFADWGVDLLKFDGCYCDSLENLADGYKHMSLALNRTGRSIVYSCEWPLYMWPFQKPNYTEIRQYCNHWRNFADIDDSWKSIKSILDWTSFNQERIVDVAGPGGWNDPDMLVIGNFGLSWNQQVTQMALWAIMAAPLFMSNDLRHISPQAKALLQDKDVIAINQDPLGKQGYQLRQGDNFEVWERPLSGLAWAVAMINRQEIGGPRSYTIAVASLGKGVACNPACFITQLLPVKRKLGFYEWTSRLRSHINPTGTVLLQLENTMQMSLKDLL
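Inhibition or activation of alpha-galactosidase in human spleen homogenate is scored by 4-MU fluorescence after 40 min at 37C, pH 5.0, with 1 mM substrate. AC50s come from concentration-response fitted to the Hill equation.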
GAA glycogen: alters human alpha-glucosidase cleavage of glycogen | AID 2100 | Potency, µM (series often up to 76.4 µM), for inactives: top-dose activity change, negative = inhibition, usual class: inhibitors | P10253 | recombinant GAA, glycogen substrate, Amplex Red glucose oxidase fluorescence | 300,000 compounds, 0.38% hits;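 note: 0% = full enzyme reaction and -100% = no-enzyme basal signal; the screen sought inhibitors and activators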
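qHTS, 1536-well; enzyme 4 nM final; cpd up to 77 uM; substrate bovine liver glycogen 30 ug; 50 mM citrate/phosphate pH 5.0, 0.01% Tween-20; 37 C, 40 min; Amplex Red detection 45 min RT; Hill fit → AC50.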
HTT ATP protect: Huntington cell model cytoprotection by ATP luminescence. AID 1471. PC12 HTT-Q103 induced, cytoprotection, ATP luminescence, 40 h. 230,000 compounds, 0.14% hits. Potency, µM (titrated, usually from 56.4 µM), for the others: cytoprotection (ATP increase), actives largely listed as activators;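 note: % of control where 0% means no effect; nearly all actives have a fitted effect of over 45% in size; toxic huntingtin expression switched on by the ecdysone agonist tebufenozide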
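Quantitative HTS on tebufenozide-induced (100 nM) PC12 cells expressing HTTQ103 exon 1–GFP; compounds tested as a concentration series; survival measured via cellular ATP.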
Tau fibril ThT: blocks human tau fibril formation measured by thioflavin T. recombinant tau K18 P301L, heparin-induced fibrillization, ThT fluorescence. Potency, µM (highest dose often 57.4 µM), for inactives: at the top dose activity, negative = inhibition, most hits filed as inhibitors. 270,000 compounds, 2.1% hits; note: % is set by controls: 0 for no effect and ±100 for the full control effect; nearly all actives have a fitted effect of over 55% in size
Target sequence (P10636 561-689 P618L limits assumed): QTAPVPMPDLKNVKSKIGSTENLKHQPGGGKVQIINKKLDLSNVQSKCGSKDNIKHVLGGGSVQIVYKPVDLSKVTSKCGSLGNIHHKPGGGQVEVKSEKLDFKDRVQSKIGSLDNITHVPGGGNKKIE
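Using a mix of unlabeled (15 uM) and Alexa 594-labeled (0.24 uM) tau K18 P301L, heparin-triggered fibrillization over 6 hr at 37 C was scored by ThT fluorescence.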
GAA inh: alpha-glucosidase (human) inhibition; 200,000 compounds, 0.005% hits; P10253; purified human GAA, 4-MU-alpha-glucoside fluorescence; AID 1466; Potency, µM (titrated, usually from 76.9 µM), without a hit: at the top dose activity change, negative = inhibition, hits mostly inhibitors;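 note: plate controls were uninhibited enzyme wells for no effect and no-enzyme background for full effect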
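Human alpha-glucosidase, 4 nM, pre-mixed with test compounds before 400 uM 4-methylumbelliferyl substrate; 20 min room temperature at pH 5.0. Fluorescence read after pH 10 stop; AC50 values from Hill-equation fits.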
Tau FP inhib: inhibitors of human tau fibril formation. P10636. K18 P301L tau heparin fibrillization, Alexa594 FP, 6 h. Potency, µM (top dose mostly 57.7 µM), inactives show at the top dose activity, negative = inhibition, actives largely listed as inhibitors. 280,000 compounds, 0.39% hits; note: % is set by controls: 0 for no effect and ±100 for the full control effect; nearly all actives have a fitted effect of over 55% in size
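Heparin (20 uM) drove fibril formation of recombinant tau K18 P301L, 15 uM unlabeled with 0.24 uM Alexa 594 label, for 6 hr at 37 C in 100 mM sodium acetate pH 7. Fluorescence polarization (555/632 nm) read 1 hr after 30 uM ThT.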
* marks the source's active call; other numbers are inactive results; ? = inconclusive; · = not tested or not shown; & = joins results of further samples; [ ] = dose if it differs, or a comment. Calls come from the whole dose curve; as a rule, active = well fitted curve in the direction sought with a large enough effect; inconclusive = small, poorly fitted or top-dose-only effect, or another doubt; inactive = no such curve, though single readings can be large; an effect the other way counts as inactive or inconclusive. Potency is the fitted concentration of half-maximal effect.

Field names: A = Tau fluor counter; B = GAA spleen mod; C = GLA spleen mod; D = GAA glycogen; E = HTT ATP protect; F = Tau fibril ThT; G = GAA inh; H = Tau FP inhib
O=C(Nc1cnccn1)c1csc2ccccc12
  A = 0%; B = 2%; C = -2%; D = 1%; E = -7%[10 µM]; F = -2%; G = 5%; H = 5%

CC(C)C[C@H](CO)Nc1nc(N(C)c2cccc(Cl)c2)c2ncn(C(C)C)c2n1
  A = -5%; B = -1%; C = 1%; D = -12%; E = -11%[10 µM]; F = -10%; G = ·; H = 13%

CC1(C)CC(=O)C(/C=N/c2ccccn2)=C(O)C1
  A = ?; B = 2%; C = -5%; D = 3%; E = -5%; F = -13%; G = 3%; H = ?

COc1ccc(OC)c(NC(=O)CSc2ccccc2)c1
  A = -8%; B = 5%; C = 16%; D = 3%; E = 12%; F = 2%; G = -6%; H = -2%

CNC(=O)c1nn(-c2ccc(C)cc2)ccc1=O
  A = 5%; B = -1%; C = 2%; D = 5%; E = 2%[10 µM]; F = 0%; G = 3%; H = -2%

CC(=O)OC1CC2CCC1(C)C2(C)C (stereo not drawn)
  A = 0%; B = 1%&-7%; C = -4%&-3%; D = ·; E = ?; F = -4%; G = ·; H = 1%

CCc1ccc(OCC(=O)NCc2nc(-c3cccc(C)c3)no2)c(Br)c1
  A = -23%; B = ·; C = ·; D = -13%[76.3 µM]; E = ·; F = -5%; G = ·; H = -6%

Cc1cccc(C(=O)Nc2sc(-c3ccccc3)cc2C(=O)O)c1
  A = ?; B = -6%; C = -1%; D = -1%; E = -12%[10 µM]; F = 14µM*; G = ·; H = 14%

COc1ccccc1Cn1ccn(Cc2ccc(C)cc2)c(=O)c1=O
  A = -22%; B = ·; C = ·; D = 2%[76.3 µM]; E = ·; F = 2%; G = ·; H = -5%

C=CCOC(=O)C1=C(C)NC(SCC(=O)N(CC)CC)=C(C#N)C1c1ccccc1 (stereo not drawn)
  A = -15%; B = 0%; C = 6%; D = -12%; E = 6%; F = -10%; G = -3%; H = 2%

C=CCNC1=C2C[C@@H](C)C[C@H](OC)[C@H](O)[C@@H](C)/C=C(\C)[C@H](OC(N)=O)[C@@H](OC)/C=C\C=C(/C)C(=O)NC(=CC1=O)C2=O
  A = ?; B = -7%; C = -6%; D = ·; E = -78%&-48%[inhibitor]; F = ?; G = ·; H = 0%

O=C(NCc1ccc(F)cc1)c1ccc(CS(=O)(=O)Cc2ccccc2F)o1
  A = -5%; B = -7%; C = -12%; D = 4%; E = -13%; F = -6%; G = 6%; H = 0%

CCc1ccc(NC(=O)c2cc(-c3ccco3)on2)cc1
  A = -14%; B = -2%; C = -7%; D = 1%; E = 18%[10 µM]; F = -16%; G = 1%; H = 0%

O=C(OCC1CC(c2ccccc2)=NO1)c1ccc(Br)cc1 (stereo not drawn)
  A = 3%; B = -6%; C = 3%; D = -3%; E = 0%[10 µM]; F = 7%; G = -7%; H = -1%

COc1ccc(OC)c(NC(=O)c2ccc(CSc3nnc(C)s3)cc2)c1
  A = -11%; B = 9%; C = 2%; D = 22%; E = 24%[10 µM]; F = ?; G = 10%; H = 3%

Record cards, as listed above. Order of values: Tau fluor counter, GAA spleen mod, GLA spleen mod, GAA glycogen, HTT ATP protect, Tau fibril ThT, GAA inh, Tau FP inhib
Listed for `CC1(C)CC(=O)C(/C=N/c2ccccn2)=C(O)C1` = ?, 2%, -5%, 3%, -5%, -13%, 3%, ?
Listed for `CC(=O)OC1CC2CCC1(C)C2(C)C` (stereo not drawn) = 0%, 1%&-7%, -4%&-3%, ·, ?, -4%, ·, 1%

Remaining list, next part
Field names: A = Tau fluor counter; B = GAA spleen mod; C = GLA spleen mod; D = GAA glycogen; E = HTT ATP protect; F = Tau fibril ThT; G = GAA inh; H = Tau FP inhib
COc1ccc(CCN2C(=O)C3C4C=CC(C5CC45)C3C2=O)cc1OC (stereo not drawn)
  A = -8%; B = -5%; C = -8%; D = ?; E = 40%[10 µM]; F = -9%; G = 2%; H = -6%

CSc1ccc(NC(=O)NCCCN2CCN(c3ccccc3F)CC2)cc1
  A = ?; B = 1%; C = 1%; D = 2%; E = -29%; F = ?; G = -34%; H = -2%

COC(=O)c1ccc(-n2c(C)cc(C(=O)COC(=O)CC3Sc4ccccc4NC3=O)c2C)cc1 (stereo not drawn)
  A = -14%; B = -3%; C = 17%; D = 6%; E = 8%[10 µM]; F = ?; G = 2%; H = -2%

Cc1cc(/N=C/N(C)C)on1
  A = 2%; B = 0%; C = 5%; D = 0%; E = -11%; F = 1%; G = 2%; H = 0%

CC1CCCC(NC(=O)C2CCN(S(=O)(=O)N3CCC4(CC3)OCCO4)CC2)C1C (stereo not drawn)
  A = 1%; B = -4%; C = -11%; D = 4%; E = -17%; F = -1%; G = 2%; H = 5%

C/C(Cc1ccccc1)=N/NC(=O)CNC(=O)C(c1ccccc1)c1ccccc1
  A = -7%; B = -1%; C = 5%; D = 2%; E = -1%[10 µM]; F = -2%; G = ·; H = -11%

CC1(C)CC(=O)C2=C(C1)N(Cc1cccnc1)C(=O)C2(NC(=O)C1CC1)C(F)(F)F (stereo not drawn)
  A = 4%; B = 1%; C = 7%; D = 3%; E = -14%[0.074 µM]; F = -10%; G = -3%; H = 2%

O=C(Nc1ccccc1)N1CCC(C(=O)N2CCN(c3ccccc3F)CC2)CC1
  A = 1%; B = -2%; C = -2%; D = 5%; E = 0%; F = -8%; G = 9%; H = 4%

CCOC(=O)c1ccc(Nc2c(OCC)c(=O)c2=O)cc1
  A = 18µM*[quencher]; B = 0%; C = -5%; D = 5%; E = -8%[10 µM]; F = ·; G = ·; H = -5%

COC(CNS(=O)(=O)c1cccc2nonc12)OC
  A = -10%; B = 2%; C = 10%; D = 6%; E = 3%; F = -11%; G = -1%; H = -7%

CC1=C(C(=O)N2CCOCC2)C(c2ccc(Cl)cc2)NC(=S)N1 (stereo not drawn)
  A = -9%; B = 5%; C = 8%; D = -1%; E = -13%[10 µM]; F = -5%; G = 11%; H = 0%

CC(C)c1ccc(/C=C2\SC(N3CCCC3)=NC2=O)cc1
  A = 2%; B = 12%; C = 9%; D = 1%; E = ·; F = -14%; G = -2%; H = 15%

CCCn1c(-c2ccncc2)n[nH]c1=S
  A = -6%; B = 1%; C = 1%; D = -12%; E = 12%[10 µM]; F = -10%; G = 5%; H = -2%

CC(C)C(=O)Nc1c(-c2ccccc2)c(=O)c2ccccc2n1C
  A = -13%; B = 0%; C = 8%; D = -3%; E = 0%[10 µM]; F = -9%; G = ·; H = 1%

CCc1ccc(NC(=O)C2CCCN2S(=O)(=O)c2ccc3nc(-c4ccccc4)[nH]c3c2)cc1 (stereo not drawn)
  A = 25µM*[quencher]; B = ·; C = ·; D = -14%[76.3 µM]; E = ·; F = -1%; G = ·; H = ?

N/C(=N\OCc1ccccc1)c1nonc1N
  A = 8%; B = 4%; C = 10%; D = -11%; E = -15%; F = 4%; G = 0%; H = -1%

COc1ccc(C2C(C(=O)NCCN3CCOCC3)c3ccccc3C(=O)N2C2CCCCC2)cc1 (stereo not drawn)
  A = -3%; B = -8%; C = 2%; D = 5%; E = -7%[10 µM]; F = -12%; G = -7%; H = 11%

CSCC[C@@H](Nc1nc(-c2ccccc2)nc2c1oc1ccccc12)C(=O)O
  A = -7%; B = -3%; C = -14%; D = 2%; E = -5%[10 µM]; F = 6%; G = -3%; H = -11%

Cn1cccc1C(=O)N1CCN(c2cccc(C(F)(F)F)c2)CC1
  A = -6%; B = -9%; C = -2%; D = 2%; E = 4%[10 µM]; F = -14%; G = ?; H = 3%

CCOC(=O)c1c(C)[nH]c2ccc(O)cc12
  A = 0%; B = -5%; C = 1%; D = ?; E = -10%; F = -7%; G = 7%; H = 2%

COc1cccc(-c2nc(Oc3cccc(C)c3C)c3ccccc3n2)c1O
  A = -10%; B = -11%; C = 2%; D = 13%; E = 7%[10 µM]; F = -3%; G = -4%; H = -1%

CCc1cc2c(=O)c(-c3nc(C)cs3)coc2cc1OC(C)C(=O)NCCO (stereo not drawn)
  A = -16%; B = -7%; C = -10%; D = -5%; E = -6%[10 µM]; F = -7%; G = ?; H = -9%

Cc1noc(C)c1S(=O)(=O)N(C)CC(=O)NCc1ccccc1
  A = 2%; B = -13%; C = -29%; D = 3%; E = -11%; F = 1%; G = -4%; H = -8%

CCOC(=O)C(=O)NC(C)c1ccccc1 (stereo not drawn)
  A = 0%; B = ·; C = -4%; D = 7%; E = -12%; F = 3%; G = -3%; H = -11%

COc1ccc(N(CC(O)CN2C(=O)NC(C)(C)C2=O)S(=O)(=O)c2ccc(C)cc2)cc1 (stereo not drawn)
  A = -7%; B = 0%; C = -1%; D = 8%; E = 3%; F = -3%; G = -3%; H = 5%

C=CCSc1nc2c(cnn2-c2ccccc2)c(=O)n1N
  A = -9%; B = -10%; C = -8%; D = -3%; E = 34%[10 µM]; F = ·; G = ·; H = 5%

COc1cccc(Nc2nc3ccccc3nc2NS(=O)(=O)c2cccs2)c1
  A = ?; B = -1%; C = 8%; D = 2%; E = -77%[inhibitor]; F = ?; G = 1%; H = 9%

Cc1nonc1OCCn1c([N+](=O)[O-])cnc1C
  A = 2%; B = 3%; C = 3%; D = -13%; E = -4%[10 µM]; F = -3%; G = 14%; H = -1%

Cc1ccccc1NCc1ccccc1O
  A = ?; B = -1%; C = 5%; D = 0%; E = -29%; F = -14%; G = 1%; H = ?

CCOC(=O)c1sc(N(Cc2ccccc2)C(=O)CSc2ncn[nH]2)nc1C
  A = ?; B = -11%; C = 1%; D = 0%; E = -12%; F = -10%; G = 0%; H = ?

COC(=O)c1ccc(NC(=O)N2CCC(CN3CCc4ccccc4C3)CC2)cc1
  A = -5%; B = ·; C = ·; D = -10%[76.3 µM]; E = ·; F = -7%; G = ·; H = -6%

CCOc1cc(CNCc2ccncc2)cc(Cl)c1OC
  A = -4%; B = -5%; C = 3%; D = 13%; E = 20%[10 µM]; F = -2%; G = 2%; H = -2%

From PubChem BioAssay
